PI5P4Ka inh: qHTS for Inhibitors of phosphatidylinositol 5-phosphate 4-kinase (PI5P4K); PI5P4Kalpha enzyme, ADP-Glo luminescence, 60 min; stronger effect = lower value; 330,000 compounds, 1.2% hits; max response, %; Phosphatidylinositol 5-phosphate 4-kinase type-2 alpha (Homo sapiens), P48426; active = max response of -50% or lower; inconclusive = between -30% and -50%; inactive = -30% or higher; also: value at the top dose of about 77 µM; % is scaled to controls: 0 for no effect and ±100 for the full control effect
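Controls without substrate or without enzyme flank wells where PI5P4Kalpha converts substrate using 5 microM ATP (final). Incubation lasts 60 minutes at room temperature; ADP formed is read by ADP-Glo luminescence.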
PLK1 PBD inh: qHTS for Inhibitors of PLK1-PDB (polo-like kinase 1 - polo-box domain): Primary Screen | Serine/threonine-protein kinase PLK1 (Homo sapiens), P53350 | Plk1 PBD binding of FITC phosphopeptide, fluorescence polarization | Potency, µM, without a hit: max response, negative = inhibition, hits mostly inhibitors | 360,000 compounds, 2.8% hits | AID 720504, 2013; also: potency is read from the fitted curve at half-maximal effect; series mostly up to about 57 µM; % is scaled to controls: 0 for no effect and ±100 for the full control effect; nearly all actives have a fitted effect of over 65% in size
WRN helicase inh: qHTS for Inhibitors of WRN Helicase; WRN helicase unwinding, fluorescent forked duplex, kinetic; Potency, µM (top dose mostly 114 µM), without a hit: top-dose activity change, negative = inhibition, usual class: inhibitors; 360,000 compounds, 0.46% hits; AID 651768, 2012; also: potency is read from the fitted curve at half-maximal effect; % is scaled to controls: 0 for no effect and ±100 for the full control effect; nearly all actives have a fitted effect of over 55% in size
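WRN at 20 nM final preincubated with compound 15 min at room temperature; reaction started with 100 nM fluorophore/quencher forked duplex oligonucleotide and 2 mM ATP final. Unwinding followed kinetically by red fluorescence (ex 525, em 598 nm).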
FUS yeast rescue: qHTS for Suppressors of FUS Proteinopathy: Primary screen using FUS-linked yeast assay | S. cerevisiae FUS-expressing, growth rescue, OD600, 24 h | Potency, µM (top dose mostly 76.6 µM), for the others: at the top dose growth rescue (activation), actives largely listed as activators | 390,000 compounds, 0.24% hits;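 also: potency is read from the fitted curve at half-maximal effect; plate controls were DMSO vehicle for no effect and reference control for full effect; nearly all actives have a fitted effect of over 55% in size; some results filed as inactive show a strong effect at the top dose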
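Cultures pregrown in 2.5% raffinose medium are shifted to minimal medium containing 2% galactose to express toxic FUS. Compounds are tested at several concentrations. After 24hr at 30C, growth is quantified at 600 nm absorbance.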
EPAC1 antagonist: qHTS for Antagonist of cAMP-regulated guanine nucleotide exchange factor 3 (EPAC1): primary screen. Potency, µM (series often up to 115 µM), without a hit: at the highest dose activity change, negative = inhibition, usual class: inhibitors. 360,000 compounds, 0.14% hits. EPAC1 GEF assay, Rap1b-BODIPY-GDP exchange fluorescence;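 also: potency is read from the fitted curve at half-maximal effect; plate controls were vehicle for no effect and positive control for full effect; nearly all actives have a fitted effect of over 50% in size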
Target sequence (O95398 whole entry, looked up): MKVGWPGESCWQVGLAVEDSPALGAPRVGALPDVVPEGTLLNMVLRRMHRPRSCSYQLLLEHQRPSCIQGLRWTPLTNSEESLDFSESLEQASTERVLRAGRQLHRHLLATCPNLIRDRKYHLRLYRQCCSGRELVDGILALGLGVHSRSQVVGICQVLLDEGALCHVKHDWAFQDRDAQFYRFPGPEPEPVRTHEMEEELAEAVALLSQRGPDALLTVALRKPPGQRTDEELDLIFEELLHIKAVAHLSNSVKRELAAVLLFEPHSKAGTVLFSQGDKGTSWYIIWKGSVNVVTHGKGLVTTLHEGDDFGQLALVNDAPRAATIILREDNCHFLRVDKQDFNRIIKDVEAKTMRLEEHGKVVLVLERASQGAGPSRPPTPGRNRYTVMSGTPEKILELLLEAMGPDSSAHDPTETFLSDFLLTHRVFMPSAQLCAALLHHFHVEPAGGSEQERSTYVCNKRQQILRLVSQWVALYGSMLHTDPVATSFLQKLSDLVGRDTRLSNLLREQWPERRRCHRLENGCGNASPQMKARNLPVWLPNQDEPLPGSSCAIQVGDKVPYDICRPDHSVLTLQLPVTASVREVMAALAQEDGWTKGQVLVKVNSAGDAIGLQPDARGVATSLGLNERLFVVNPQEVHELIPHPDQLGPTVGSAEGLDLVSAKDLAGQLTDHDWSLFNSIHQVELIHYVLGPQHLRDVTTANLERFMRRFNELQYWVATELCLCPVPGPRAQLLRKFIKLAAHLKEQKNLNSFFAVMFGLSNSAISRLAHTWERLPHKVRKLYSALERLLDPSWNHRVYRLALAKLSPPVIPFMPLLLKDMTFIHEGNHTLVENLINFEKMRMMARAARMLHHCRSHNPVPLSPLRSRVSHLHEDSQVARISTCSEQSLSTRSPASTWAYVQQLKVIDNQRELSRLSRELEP
Abeta rescue: qHTS for compounds that reverse cellular toxicity of Amyloid beta (A-beta) peptide in yeast: Primary Screen; yeast expressing A-beta42, growth rescue, OD600, 48 h; response scale: 0% DMSO, 100% iron-clioquinol control; 410,000 compounds, 0.063% hits; AID 1347071, 2019; Potency, µM (top dose mostly 46.1 µM), for the others: at the top dose growth rescue, most hits filed as activators; also: potency is read from the fitted curve at half-maximal effect; nearly all actives have a fitted effect of over 55% in size
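Yeast growth medium received pinned compounds, then yeast cells expressing toxic A-beta were added; plates incubated at 30 C for 48 hr. Growth read as absorbance at 600 nm, normalized to DMSO and equimolar FeCl3 plus clioquinol controls.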
aSyn rescue: qHTS of alpha-syn Inhibitors; Yeast expressing alpha-synuclein, growth rescue, BacTiter-Glo, 24 h; Potency, µM (series often up to 46.1 µM), inactives show at the top dose growth rescue (activation), usual class: activators; 370,000 compounds, 0.14% hits; AID 652106, 2013; also: potency is read from the fitted curve at half-maximal effect; % of control where 0% means no effect; nearly all actives have a fitted effect of over 65% in size
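Screening used galactose-induced yeast with toxic alpha-synuclein levels, exposed to compound for 24 hr at 30 deg C. Cell growth, read with BacTiter-Glo luminescence, gave the measured signal.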
IL-2 act: qHTS of IL-2 Activators; IL-2 activation reporter assay, cell-based qHTS; stimulated with anti-CD3/CD4/CD28 beads; in transgenic mouse T cells; activation, % (series mostly up to about 46 µM); 360,000 compounds, 0.065% hits; AID 652025, 2013; in the data active = activation above about 50%; inconclusive = mostly about 30% to 49%; also: 0% is about no effect
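Readout: EGFP and DsRed signals by fluorescent plate cytometry. Unstimulated transgenic mouse T cells received compound 60 min before antibody-bead stimulation, then incubated 18 h at 37 degrees C.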
EPAC1 ag: qHTS for Agonist of cAMP-regulated guanine nucleotide exchange factor 3 (EPAC1): primary screen. 360,000 compounds, 0.073% hits. Potency, µM (top dose mostly 154 µM), without a hit: top-dose activation, actives largely listed as activators. Rap guanine nucleotide exchange factor 3 (Homo sapiens), O95398. EPAC1 agonist qHTS, biochemical assay; response scale: 100% = response to 6.5 mM cAMP; also: potency is read from the fitted curve at half-maximal effect; nearly all actives have a fitted effect of over 60% in size
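Read-out is the fluorescence drop as BODIPY-GDP leaves Rap1B (480 nm excitation, 540 nm emission), recorded every 5 minutes over 30 minutes. Reactions held 100 nM EPAC1, 250 nM Rap1B–BODIPY-GDP and 50 uM GDP, with 6.5 mM cAMP setting full activation.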
An asterisk follows results filed as active; ? = inconclusive; nt = no result given; & = joins results of further samples; [ ] = remark or other dose. Unless noted, calls follow the shape of the dose curve; as a rule, active = well fitted curve in the direction sought with a large enough effect; inconclusive = small, poorly fitted or top-dose-only effect, or another doubt; inactive = no such curve, though single readings can be large; an effect the other way counts as inactive or inconclusive.

SMILES | PI5P4Ka inh | PLK1 PBD inh | WRN helicase inh | FUS yeast rescue | EPAC1 antagonist | Abeta rescue | aSyn rescue | IL-2 act | EPAC1 ag
COc1ccccc1N1CCN(S(=O)(=O)CCNC(=O)COc2ccccc2)CC1 | -3 | -6% | 1% | -6% | -1% | 3% | -2% | -2.3 | -1%
CC(=O)c1cccc(NC(=S)NC(=O)c2ccccc2C)c1 | -9 | -4% | -1% | -1% | -1% | 14% | 0% | 0.7 | 3%
Fc1ccc(-c2ccc(-c3nn4c(-c5ccco5)nnc4s3)o2)cc1 | ? | -23% | -34% | 33% | -9% | -10% | -6% | -2.5 | 4%
CC1(C)CC(=O)c2cnc(N3CCN(c4ccccc4)CC3)nc2C1 | -5 | -14% | 6% | -29% | -4% | -4% | -7% | -0.5 | 6%
Cc1[nH]c2ccccc2c1C(C#N)(C#N)C1C(=O)c2ccccc2C1=O | -12 | ? | -1% | 42% | -11% | -20% | 23% | -3.3 | -7%
O=C(C1CC2CCC1C2)N1CCN(Cc2ccc3c(c2)OCO3)CC1 (stereo not drawn) | -1 | -3% | -7% | -6% | 0% | 9% | -3% | -0.2 | 4%
O=C1N/C(=C/c2cccn2-c2ccc(F)cc2)C(=O)N1Cc1ccccc1F | 17 | -6% | 2% | 31% | -8% | -10% | 0% | 10 | -2%
CCC1(C)Cc2sc3c(=O)[nH]c(=S)[nH]c3c2CO1 (stereo not drawn) | -24 | 11µM* | 2%[57.1 µM] | -13% | -8% | -21% | -8% | 0.2 | 8%
CC(C)Oc1ccc(S(=O)(=O)N2CCOCC2)cc1NC(=O)Cc1cccs1 | 1 | -11% | -16% | 16% | -4% | 8% | -1% | -2.3 | 10%
O=C(Nc1nc2ccccc2[nH]1)C1CCC1 | -9 | 0% | 1% | -28% | -4% | -8% | 9% | -0.4 | 7%
Oc1ccccc1C=Nc1ccccc1-c1nc2ccccc2[nH]1 | 11 | -12% | -7% | 7% | -21% | -21% | -15% | -3.5 | 3%
COc1cc(OC)cc(C2C(C#N)=C(N)Oc3n[nH]c(-c4cccnc4)c32)c1 (stereo not drawn) | nt | -16% | -5% | -10% | 10% | 5% | -7% | 0.1 | 5%
CC(CCc1ccco1)NC(=O)CCc1nnc2ccc(NCc3ccccc3)nn12 (stereo not drawn) | -4 | -12% | 6% | 41% | -2% | -3% | -6% | -0.7 | -4%
O=C(N/N=C/c1cccnc1)c1ccco1 | 0 | 4% | 20% | 5% | 14% | 2% | -3% | -1.9 | -4%
O=C(NCC1CCCO1)c1cn(Cc2ccccc2)nc1-c1ccccc1 (stereo not drawn) | 1 | 0% | 4% | -7% | 15% | -4% | 2% | 2.0 | -1%
COc1ccc(S(=O)(=O)N2CCCCC2)cc1NC(=O)COc1ccccc1 | 4 | -6% | -27% | 7% | -21% | 5% | -15% | -0.2 | 2%
COc1ccc(NC(=O)CN(C)C(=O)c2ccc(C)c(S(=O)(=O)N3CCCCC3)c2)cc1 | 0 | 1% | 3% | 1% | -17% | -18% | 1% | 2.9 | 5%
C=CCn1c(O)c(N=NC(=S)Nc2ccc(OC)cc2)c2ccccc21 | 18 | 0% | -4% | 16% | -18% | -5% | -10% | -3.9 | 6%
Cc1ccccc1CN(C)C(=O)c1ccc2ccccc2n1 | 0 | 0% | -21% | 6% | -11% | 5% | 2% | 3.1 | -3%
CC1(C(=O)NC2CCCC2)CCC(=O)N1Cc1cccs1 (stereo not drawn) | -1 | 0% | 10% | 10% | 19% | 16% | -9% | -1.0 | -6%

In the list so far, these have a furan ring, fused or not:
SMILES | PI5P4Ka inh | PLK1 PBD inh | WRN helicase inh | FUS yeast rescue | EPAC1 antagonist | Abeta rescue | aSyn rescue | IL-2 act | EPAC1 ag
Fc1ccc(-c2ccc(-c3nn4c(-c5ccco5)nnc4s3)o2)cc1 | ? | -23% | -34% | 33% | -9% | -10% | -6% | -2.5 | 4%
CC(CCc1ccco1)NC(=O)CCc1nnc2ccc(NCc3ccccc3)nn12 (stereo not drawn) | -4 | -12% | 6% | 41% | -2% | -3% | -6% | -0.7 | -4%
O=C(N/N=C/c1cccnc1)c1ccco1 | 0 | 4% | 20% | 5% | 14% | 2% | -3% | -1.9 | -4%

The listing continues:
SMILES | PI5P4Ka inh | PLK1 PBD inh | WRN helicase inh | FUS yeast rescue | EPAC1 antagonist | Abeta rescue | aSyn rescue | IL-2 act | EPAC1 ag
CCN(CC(=O)Nc1c(F)cccc1F)C(=O)C1CC(=O)N(CCc2ccccc2)C1 (stereo not drawn) | -2 | -7% | -1% | 7% | -8% | 3% | -1% | 0.5 | 6%
Cc1ccc(S(=O)(=O)N(C)/N=C2/C(=O)N(CC(=O)O)c3ccccc32)cc1 | -2 | -14% | -3%[57.1 µM] | -21% | 7% | -21% | -1% | -0.2 | -5%
O=C(Cc1ccc(F)cc1)Nc1nnc(SCC(=O)N2CCCCC2)s1 | -4 | -8% | 14% | 8% | 17% | 13% | 0% | 0.7 | 6%
O=C(COc1cccc2cccnc12)NCC(F)(F)F | -9 | -8% | -4% | 22% | 16% | 4% | 2% | -3.0 | -2%
CC1CCCC(C)N1/N=C/c1ccc(Cl)cc1 (stereo not drawn) | 2 | -1% | -1% | -4% | 0% | 3% | 7% | -1.5 | 0%
COC1=CC(=O)OC(c2cccc([N+](=O)[O-])c2)C1 (stereo not drawn) | 5 | -8% | -3% | -8% | 3% | -14% | -2% | 0.0 | 5%
COc1cc(C(=O)NCCc2ccc3c(c2)OCCO3)ccc1OCC(=O)N1CCOCC1 | 1 | 3%&2% | -5% | 23% | 6% | 15% | 2% | -0.5 | 7%
O=C(NN(C(=O)c1ccccc1)c1cccs1)c1ccccc1 | 0 | -2% | 11% | -21% | -11% | 9% | -3% | -0.6 | -7%
COc1cc(/C=C/C(=O)OCC(=O)NCCCc2ccccc2)cc(OC)c1OC | 2 | -15% | -27% | 32% | -3% | 22% | 3% | 0.4 | -9%
CN(CC(=O)Nc1cccc(F)c1)C(=O)c1ccc(N2C(=O)c3ccccc3C2=O)cc1 | 4 | -7% | 3% | nt | -1% | -17% | 2% | 2.3 | -16%
CN(C)c1nc(NCc2ccccc2)nc(SCC(N)=O)n1 | 1 | -4% | -7% | 14% | 0% | -3% | 1% | 2.1 | 4%
O=C(O)/C=C/c1cccc2c1OCCO2 | 3 | 1% | -4% | -14% | 16% | -16% | -2% | -0.7 | 3%
CCN(CC)S(=O)(=O)c1ccc(NC(=O)COC(=O)c2cc(S(=O)(=O)Nc3ccc(OC)cc3)ccc2O)cc1 | 1 | -4% | -5% | ? | -23% | ? | 2% | 0.0 | -5%
O=C(Nc1ccccc1C(=O)OC1CCOC1=O)c1ccco1 (stereo not drawn) | -6 | -8% | 0% | -26% | 1% | -3% | 4% | 0.8 | 6%
COC(=O)Cn1c(=O)c(C)nc2ccccc21 | -11 | 30µM* | 9% | -12% | 12% | 3% | 10% | -0.2 | -5%
CC(C)(O)C#Cc1ccc(CN2CCN(CCc3ccccc3)C(CCO)C2)s1 (stereo not drawn) | 1 | 2% | 4% | -10% | 2% | 1% | 1% | 0.5 | 6%
CCCCc1ccc(NC(=O)CSC2=NN3CCCC(=O)N=C3S2)cc1 | -1 | -4% | -17% | 16% | ? | -6% | -11% | 0.6 | -1%
CC(=O)Nc1ccc(S(=O)(=O)N(C)CC(=O)Nc2ccc(F)c(F)c2F)cc1 | 2 | -16% | 1% | -3% | -19% | -1% | 0% | 1.7 | 3%
CCOc1ccc(S(=O)(=O)N(CC)CC(=O)NCc2ccncc2)cc1 | -3 | -10% | 11% | -15% | 2% | 5% | 10% | -2.4 | 11%
COc1ccnc(Oc2ccccc2)n1 | 6 | -7% | 11% | 10% | -7% | 6% | 1% | -1.4 | 7%
O=C(CSc1oc(-c2ccccc2)nc1S(=O)(=O)c1ccccc1)NCC1CCCO1 (stereo not drawn) | 5 | -1% | -11% | nt | 7% | 15% | -3% | -3.0 | 6%
C=CCNC(=O)CC(=O)N/N=C/c1cccc(C)c1 | 3 | -5% | 12% | 11% | -16% | 10% | 0% | 0.9 | -8%
O=C(c1csc2c1CCCCC2)N1CCN(c2ncccn2)CC1 | nt | -1% | 1% | 10% | 13% | 9% | ? | 2.2 | 3%
Cc1cc2oc(=O)cc(-c3ccccc3)c2c(C)c1-c1ccc(F)c(Cl)c1 | -3 | -11% | 3% | -29% | 3% | -17% | 0% | 0.2 | -18%
COCCSc1ccccc1C(=O)Nc1ccc(Cl)cc1 | -25 | -12% | -7%[11.6 µM] | 8% | -12% | -21% | -9% | 3.1 | 3%
CC(=O)Nc1ccc(NC(=O)c2c(-c3ccccc3Cl)noc2C)c(C)c1 | -3 | -7% | -8% | nt | 6% | 5% | 9% | -1.4 | -1%

Two compounds drawn at random from those above, as already listed:
SMILES | PI5P4Ka inh | PLK1 PBD inh | WRN helicase inh | FUS yeast rescue | EPAC1 antagonist | Abeta rescue | aSyn rescue | IL-2 act | EPAC1 ag
CC(=O)Nc1ccc(NC(=O)c2c(-c3ccccc3Cl)noc2C)c(C)c1 | -3 | -7% | -8% | nt | 6% | 5% | 9% | -1.4 | -1%
O=C(c1csc2c1CCCCC2)N1CCN(c2ncccn2)CC1 | nt | -1% | 1% | 10% | 13% | 9% | ? | 2.2 | 3%

Screens deposited in PubChem BioAssay by National Center for Advancing Translational Sciences (NCATS).

Compounds as they come; overall some 4.1% were active at least once.
